Compound activity (PubChem)
G9a block – inhibitors of human histone lysine methyltransferase G9a | Q96KQ7 | G9a H3K9 monomethylation, AlphaScreen, 2 h | Potency, µM (top dose mostly 102 µM), for inactives: at the top dose activity, negative = inhibition, hits mostly inhibitors | 350,000 compounds, 8.8% hits | AID 504332; also: potency is read from the fitted curve at half-maximal effect; % is scaled to controls: 0 for no effect and ±100 for the full control effect; nearly all actives have a fitted effect of over 75% in size
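AlphaScreen read-out: biotin-H3K9 peptide (500 nM) methylation by 20 nM enzyme with 20 uM SAM, 2 h at room temperature after 15 min compound preincubation; anti-monomethyl H3K9 antibody plus donor/acceptor beads, 10 min dark.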
JMJD2A Tudor – blocks the human JMJD2A Tudor domain; O75164; AlphaScreen JMJD2A-Tudor / H3K4me3 peptide binding; Potency, µM (titrated, usually from 114 µM), inactives show at the top dose activity change, negative = inhibition, actives largely listed as inhibitors; 390,000 compounds, 4.4% hits; also: potency is read from the fitted curve at half-maximal effect; % is scaled to controls: 0 for no effect and ±100 for the full control effect; nearly all actives have a fitted effect of over 50% in size
ALOX12 inh – blocks human arachidonate 12S-lipoxygenase | purified 12hLO, xylenol orange hydroperoxide absorbance | Potency, µM (doses to about 108 µM), for the others: at the highest dose activity change, negative = inhibition, hits mostly inhibitors | 580,000 compounds, 1.1% hits | P18054; also: potency is read from the fitted curve at half-maximal effect; % is scaled to controls: 0 for no effect and ±100 for the full control effect
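Purified human 12hLO (150 nM final) in 25 mM Hepes, 0.01% Triton X-100, pH 7.0 was preincubated 15 min at room temperature with compound. Then 40 uM arachidonic acid was added, 30 min. Hydroperoxide was read by Fe-XO absorbance ratio 573/405 nm.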
BAZ2B inh – blocks human BAZ2B. Potency, µM (top dose mostly 114 µM), for inactives: at the highest dose activity change, negative = inhibition, actives largely listed as inhibitors. AID 504333. AlphaScreen BAZ2B-H3K14Ac peptide displacement. Q9UIF8. 360,000 compounds, 4.4% hits; also: potency is read from the fitted curve at half-maximal effect; % is scaled to controls: 0 for no effect and ±100 for the full control effect; nearly all actives have a fitted effect of over 60% in size
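Inhibition is scored as reduced AlphaScreen emission. The BAZ2B/b-H3(5-23)K14Ac complex (50 nM each) in PBS pH 7.4, 0.01% Tween-20 meets compound (up to 110 uM) for 30 min at RT before bead addition.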
ERG Ets-DNA blk – inhibitors of human ERG Ets domain-DNA interaction; Potency, µM (titrated, usually from 76.9 µM), for the others: top-dose FP activity, negative = inhibition, hits mostly inhibitors; fluorescence polarization, His-ERG Ets domain / labelled DNA; P11308; AID 624246; 370,000 compounds, 0.028% hits; active = well fitted inhibition curve with a large enough effect in the polarisation, with a control signal flat; inconclusive = small, poorly fitted or top-dose-only effect, or effect the other way, or a change in a side signal; inactive = no such curve, though single readings can be large or run the other way; the % refers to the polarisation;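 also: polarization taken with two DNA probes labelled with fluorescein and Texas red; potency is read from the fitted curve at half-maximal effect; % of control where 0% means no effect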
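His-tagged ERG Ets domain (1 uM in the protein solution; 300mM KCl, 50mM Tris-HCl, 1mM EDTA, 1mM DTT, pH 7.5) received compound, then a probe mix of 5 nM fluorescein-DNA and 100nM Texas-615-DNA. Fluorescence polarization was read for both dyes.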
GLS inhibitor – blocks human kidney-isoform glutaminase activity; Potency, µM (doses to about 45.5 µM), without a hit: at the top dose activity change, negative = inhibition, actives largely listed as inhibitors; GLS enzymatic activity, qHTS titration; 410,000 compounds, 0.21% hits; O94925; AID 624170; also: potency is read from the fitted curve at half-maximal effect; % is scaled to controls: 0 for no effect and ±100 for the full control effect
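hKGA in 45 mM KH2PO4 (pH 8.2), 0.02% Tween-20 with compound, then 1mM L-Glutamine (stock as added) plus glutamate oxidase/HRP/Amplex red coupling mix. Fluorescence read initially and after 30 min at RT; signal change reflects glutamate formation.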
RGS4 inh – human RGS4 inhibition; P49798; Potency, µM (doses to about 114 µM), inactives show at the highest dose activity change, negative = inhibition, hits mostly inhibitors; 390,000 compounds, 0.039% hits; Transcreener GDP fluorescence polarization, RGS4-accelerated GTP hydrolysis; also: potency is read from the fitted curve at half-maximal effect; % is scaled to controls: 0 for no effect and ±100 for the full control effect; nearly all actives have a fitted effect of over 75% in size; some results filed as inactive show a strong effect at the top dose
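MLSMR compounds (23 nl, pin-transferred) preincubated 10 min at room temperature with a 500nM (2x) first reagent, then RGS4 at 900nM (2x) plus Transcreener GDP mix added; fluorescence polarization (620/688 nm) read before and after 90 min at 30 °C.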
HP1b chromo inh – HP1-beta chromodomain-methylated histone interaction inhibition; AlphaScreen HP1-beta / biotin-H3K9me3 peptide binding; 390,000 compounds, 0.56% hits; Potency, µM (highest dose often 114 µM), for inactives: top-dose activity change, negative = inhibition, usual class: inhibitors; AID 540317; also: potency is read from the fitted curve at half-maximal effect; nearly all actives have a fitted effect of over 70% in size; inactives centre near 23
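Compound inhibition of the preformed complex between 50 nM HP1-beta and 50 nM biotinylated H3K9me3 peptide was read by AlphaScreen. Buffer was PBS pH 7.4 with 0.01% Tween-20. Incubations ran 30 min at room temperature, with 10 ug/mL donor/acceptor beads.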
PI4K2A inh – inhibitors of human PI4K2A; Q9BTU6; purified PI4K2A, ADP-Glo luminescence, 1 h; stronger effect = lower value; activity change, negative = inhibition, % at 76.9 µM; 420,000 compounds, 0.13% hits; AID 1346378; in the data active = activity change below about -50%; inconclusive = mostly about -30% to -49%;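 also: -100% = wells without enzyme as full effect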
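PI4K2A activity was measured by ADP-Glo luminescence: enzyme (4 ug/mL stock) and phosphatidylinositol (1.2 mM stock) in Tris pH 7.5/MgCl2/EGTA/Triton X-100 buffer were reacted with ATP (300 microM stock) for one hour at ambient temperature.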
* marks the source's active call; other numbers are inactive results; ? = inconclusive; . = not tested or not shown; & = joins results of further samples; ! = a repeat was not active; [ ] = dose if it differs, or a comment. Unless noted, calls follow the shape of the dose curve; as a rule, active = well fitted curve in the direction sought with a large enough effect; inconclusive = small, poorly fitted or top-dose-only effect, or another doubt; inactive = no such curve, though single readings can be large; an effect the other way counts as inactive or inconclusive. Not all compounds are listed, so the mix of outcomes need not match the whole.

SMILES	G9a block	JMJD2A Tudor	ALOX12 inh	BAZ2B inh	ERG Ets-DNA blk	GLS inhibitor	RGS4 inh	HP1b chromo inh	PI4K2A inh
O=C(c1cc(COc2cccc(C(F)(F)F)c2)on1)N1CCC(Oc2cccnc2)CC1	10%	-9%	0%	-7%	-11%	4%	1%	46%[activator]	7
CC(=O)NO	-23%[2.33 µM]	1%	.	.	1%	-16%&46%	33%	21%	3&-1
O=C1COc2ccc(C(=O)CSc3nnc(NCc4ccccc4)s3)cc2N1	3%[12.7 µM]	-14%	-4%	-7%	24%	-5%	-7%	24%	-15
COc1ccc(C(=O)OCC(=O)Nc2ccc(Cl)cn2)cc1	-7%	0%	0%	-12%	-5%	-2%	20%	11%	-2
Cc1nc(NC(=O)c2cccc(-c3cc4ccccc4oc3=O)c2)ccc1Br	5%[59 µM]	-3%	-27%	8%	4%	1%	-12%	11%	2
Cc1ccc(CNC(=O)CS(=O)(=O)c2ccccc2)cc1	.	-9%	1%	-3%	2%	-2%	-1%	22%	-7
O=C(NCCO)c1cc(-c2cc(C(=O)NCCO)c3ccccc3n2)nc2ccccc12	-1%	-16%	-24%	-7%	-5%	1%	9%	2%	-3
CCOC(=O)CN1C(=O)/C(=C/c2c(F)cccc2Cl)Oc2ccccc21	160%[activator]	113%[activator]	-9%	68%[activator]	-3%	-7%	0%	137%[activator]	-3
COc1ccc(C)cc1NC(=O)CCC(=O)Nc1nnc(C2CCCCC2)s1	1%	-2%	4%	-23%	-12%	-4%	4%	33%	-3
O=C(Cn1cc2c(n1)CCCC2)NCc1cccc(Cl)c1	9%[59 µM]	-9%	312%[activator]	-6%	-14%	2%	4%	50%[activator]	0
CCCn1c(NC(=O)C2CCN(S(=O)(=O)c3cccs3)CC2)nc2ccccc21	14%	-7%	-2%	-2%	-1%	-9%	-8%	45%	0
COC(=O)c1c(C)[nH]c(C(=O)OCc2ccc(F)cc2)c1C	?	2%	0%	-24%	10%	-12%	-33%	34%	0
COc1ccc(N(C(=O)CNC(=O)c2cccs2)C(C(=O)NCC2CCCO2)c2ccc(OC)c(OC)c2)cc1 (stereo not drawn)	11%	?	7%	-19%	-1%	-13%	?	-16%	-6
COc1ccc(C(F)(F)F)cc1NC(=O)c1sc2nc(-c3cccs3)ccc2c1N	?	-4%	-19%	2%	2%	6%	-36%	51%[activator]	-7
CCOC(=O)C(=O)Nc1cc([N+](=O)[O-])ccc1C	-3%[59 µM]	-15%	-25%	-4%	-5%	2%	5%	28%	-5
Cc1oc2c(c(C)cc3oc(=O)c(CC(=O)NCC(=O)NCC(=O)NCC(C)O)c(C)c32)c1C (stereo not drawn)	19%	-18%	2%	0%	-3%	-4%	1%	29%	1
CC(C)NC(=O)c1cccc(NC(=O)CC2SC(N3CCCCC3)=NC2=O)c1 (stereo not drawn)	-1%	0%	-4%	5%	1%	3%	-9%	21%	2
C#CCOCCOCCOCCNc1nc(N2CCOCC2)nc(N2CCN(C(=O)[C@H]([C@@H](C)CC)n3cc(CCCN=C(N)N)nn3)CC2)n1	50µM*	-12%	?	-36%	-5%	-14%	0%	33%	1
Clc1cccc(-n2cc(-c3ccccc3)c3c(N4CCCCC4)ncnc32)c1	-9%[59 µM]	-19%	?	-25%	0%	-4%	2%	38%	0
Cc1cc(NC(=O)Nc2ccc(OCc3ccccc3)cc2)n(C)n1	?	-10%	.	-8%	15%	-1%	6%	11%	-2
COc1cccc(NC(=O)CN(C)C(=O)CNC(=O)c2sc3ccccc3c2Cl)c1	-25%[12.7 µM]	-7%	-3%	-5%	1%	14%	5%	36%	-1
O=C(CN1C(=O)C2CC=CCC2C1=O)Nc1nnc(SCc2ccc(Cl)cc2)s1 (stereo not drawn)	-30%	-12%	?	-2%	-5%	2%	?	31%	-2
Cc1cc(C)c(NC(=O)Cn2c(=O)n(Cc3ccc(C(=O)NCc4ccco4)cc3)c(=O)c3sccc32)c(C)c1	-9%[59 µM]	-4%	?	50µM*	9%	-26%	-52%	63%[activator]	?
Cc1cccc(NC(=O)Cn2nc(-c3ccc(Cl)cc3)c3ccccc3c2=O)c1	28%[59 µM]	5%	-1%	-2%	1%	-3%	-13%	73%[activator]	-1
COCCn1nnnc1CN(CCc1ccccc1)Cc1cc2ccc(C)cc2[nH]c1=O	13%	-17%	7%	3%	2%	0%	-11%	12%	1

Quoted from the listing:
`CC(C)NC(=O)c1cccc(NC(=O)CC2SC(N3CCCCC3)=NC2=O)c1` (stereo not drawn) | ALOX12 inh = -4%
`Cc1cccc(NC(=O)Cn2nc(-c3ccc(Cl)cc3)c3ccccc3c2=O)c1` | RGS4 inh = -13%

(continued)
SMILES	G9a block	JMJD2A Tudor	ALOX12 inh	BAZ2B inh	ERG Ets-DNA blk	GLS inhibitor	RGS4 inh	HP1b chromo inh	PI4K2A inh
O=C1CCc2cc(S(=O)(=O)NCCc3ccccc3)cc3c2N1CC3	1%	-6%	-15%	-29%	-5%	0%	15%	32%	-4
O=C(NC1CCN(Cc2ccccc2)CC1)c1cccc(S(=O)(=O)Nc2ccc(SC(F)F)cc2)c1	.	-32%	215%[activator]	.	7%	-1%	-40%	20%	-5
O=C(c1ccco1)N1CCN(C(=O)c2ccccc2Oc2ccccc2)CC1	?	-10%	-1%	-2%	.	21%	-1%	31%	-1
COCC(=O)Nc1ccc(Br)cc1C	-13%	-6%	1%	-13%	13%	-4%	-39%	49%[activator]	-7
CC(C)c1cccc(OCCN2CCCC2)c1	32µM*	35µM*	0.63µM*	?	1%	2%	-6%	?	-13
CCCC1N=C2c3ccccc3N=C(SCC(=O)NCCc3ccc(Cl)cc3)N2C1=O (stereo not drawn)	-4%[12.7 µM]	-4%	-18%	-12%	-10%	-20%	7%	26%	0
COc1ccc(OC)c(S(=O)(=O)NCCc2sc(C)nc2C)c1	11%[59 µM]	-10%	-3%	3%	-5%	-11%	14%	11%[57 µM]	0
CC(=O)Nc1ccc(NC(=O)CCCc2nc(-c3ccc(C(C)(C)C)cc3)no2)cc1	-1%[59 µM]	-16%	-17%	-14%	3%	4%	9%	14%	-3
Cc1nnc(NC(=O)CSc2cn(Cc3ccccc3)c3ccccc23)s1	?	-12%	33%[activator]	0%	20%	2%	15%	36%[activator]	-7
Cc1cccc(N2CCN(S(=O)(=O)c3c(C)[nH]c(=O)[nH]c3=O)CC2)c1C	40µM*!	-14%&0%	-5%&-16%	-2%&-8%	14%	7%&0%	-19%&20%	10%&23%	-1&2
S=c1[nH]ncn1/N=C/c1ccc(N2CCOCC2)cc1	1.8µM*	2.8µM*	?	-2%	-5%	10%	-7%	35%	-10
COc1ccc(CCNC(=O)c2ccc3[nH]c(C)c(C)c3c2)cc1OC	?	?	-18%	?	2%	-5%	12%	-35%	0
O=C(CCN1C(=O)/C(=C\c2ccccc2Cl)SC1=S)Nc1cccnc1	33%	?	-2%	?	20%	-1%	-24%	-20%	2
CCCCn1nc2cc(C(=O)NC[C@@H]3CCCO3)ccc2c1OCC	4%[12.7 µM]	-11%	-1%	-6%	7%	8%	8%	33%	0
CCOc1ccc(N(CC)C(=O)C2CCN(S(=O)(=O)c3cccc4nonc34)CC2)cc1	-6%[59 µM]	-12%	-22%	-19%	2%	-14%	3%	17%	1
CC1CCc2cc(F)ccc2N1C(=O)CSc1nnc2c(n1)[nH]c1ccccc12 (stereo not drawn)	4%	-2%	-21%	-5%	-8%	11%	-3%	21%	1
COC(=O)c1ccc(Cn2cnc3c(cnn3-c3ccc(F)cc3)c2=O)o1	7%	8%	0%	9%	10%	-1%	-12%	51%	9
COc1ccc(-c2[nH]c(-c3ccc(F)cc3)nc2SCC(=O)Nc2ccc(OC)c(OC)c2)cc1	-4%[59 µM]	?	-14%	0%	5%	7%	-12%	-17%	-3
COc1ccccc1-c1noc(CSc2nc(C)cc(=O)[nH]2)n1	?	-8%	?	-25%	-6%	0%	-2%	12%	-1
O=C(COC(=O)c1ccc(S(=O)(=O)N2CCCC2)cc1)NCc1cccs1	?	-14%	18%	-20%	-13%	-4%	-1%	-3%	-4
COc1ccccc1NC(=O)CSc1nnc(Cc2cccn2C)n1-c1ccc(F)cc1	?	-23%	473%[activator]	?	-11%	-2%	-13%	8%	5
Cc1ccc(S(=O)(=O)N(CC(=O)Nc2cc(C)ccc2C)C(=O)N2CCN(C)CC2)cc1	6%	-7%	-3%	5%	-8%	1%	19%	36%	1
O=c1cc2ncc(-n3cc([N+](=O)[O-])cn3)cn2[nH]1	-1%	-20%	1%	-24%	5%	1%	12%	14%	0
CCN(CC)S(=O)(=O)c1cccc(C(=O)Nc2ccccc2C(=O)Nc2ccc(OC)cc2)c1	-22%[59 µM]	-7%	-8%	0%	-2%	3%	-29%	26%	1
COc1ccccc1-c1cc2nc(C)c(CCC(=O)NCc3ccco3)c(C)n2n1	50µM*	?	-22%	-9%	5%	1%	-32%	13%	1
COn1c(-c2ccc(Cl)cc2)nc2ncccc21	12%	-10%	29%	13%	-1%	3%	-12%	38%	-2
